# Screening results (PubChem)
# DAGLB inhibitor = diacylglycerol lipase beta (human) inhibition. 340,000 tested, 0.059% active. inhibition, % at 5.17 µM. AID 504411. HEK293T DAGLB membrane lysate, EnzChek fluorogenic substrate. Q8NCG7; in the data active = inhibition above about 34%;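 note: 0% = enzyme with vehicle and 100% = wells lacking enzyme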
# V-ATPase pHluor = yeast V-ATPase proton transport regulation by pHLuorin. S. cerevisiae, pHLuorin cytosolic pH fluorescence. response, % at 10 µM. 350,000 tested, 0.37% active; in the data active = response mostly above about 7.3%, no sharp cut-off; inactive = mostly below about 5.4%; note: actives read high; inactives centre near 0; some compounds called inactive have numbers as strong as hits
# NSD2 HMT inh = inhibitors of human histone methyltransferase NSD2; O96028; NSD2 peptide methylation, AlphaScreen, 120 min; inhibition, % at 12.5 µM; 310,000 tested, 0.54% active; in the data active = inhibition above about 50%
# CAL PDZ FP-1 = CAL PDZ (human) peptide binding inhibition. Q9HD26. purified CAL PDZ, TMR-peptide fluorescence polarization, 1 h. inhibition, % at 24.9 µM. 300,000 tested, 0.92% active. AID 602252;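 active = mean inhibition of at least 30% with at least half of replicates also reaching 30%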;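 note: 0% = DMSO neutral control and 100% = excess unlabeled competitor peptide PRC23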
# C-LANA FP = inhibitors of KSHV LANA C-terminal domain DNA binding. MBP-C-LANA/FAM-LBS DNA binding, fluorescence polarization. inhibition, % at 9 µM. 340,000 tested, 0.078% active;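 active = highest replicate inhibition at or above 60% at 9 µM, even if other replicates fall short; inactive = all replicates below 60% inhibition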;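 note: 0% = neutral control wells and 100% = 4 µM acridine orange control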
# Arr AP2 block = blocks beta-arrestin peptide binding to AP2 adaptin; FITC-arrestin peptide / GST-AP2 beads, flow cytometry; AP2 beta2 appendage carries R879A mutation; inhibition, % at 10 µM; 340,000 tested, 0.31% active;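 active = inhibition above a set limit, near 3 SD of compounds lacking own fluorescence, cut at about 54% in these data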;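 note: plate controls were DMSO wells for no effect and 5 µM unlabelled arrestin peptide for full effect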
#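 Material – AP2 appendage R879A on GSH beads · Buffer or medium – PBS with 0.05% Tween 20 and 0.1% BSA · Probe or stimulus – fluorescein-tagged arrestin peptide at 50 nM final · Incubation – compound with beads 12 min RT, then probe 1 h RT · Detection – high-throughput flow cytometry of beads, ex 488, em 535 nm · Evaluation – percent response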
# RTF Ca sens inh = cardiac RTF calcium desensitization | P19429+P45379 | IANBD-labeled cardiac RTF, Ca2+ fluorescence | inhibition, % at 7.15 µM | 340,000 tested, 0.12% active | AID 493244;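 active = inhibition above the mean inhibition of all tested compounds plus 3 SD, cut at about 17% in these data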;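 note: assay run at fixed EC70 calcium of 1.6 mM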
# CAL PDZ FP-2 = inhibitors of human CAL PDZ peptide binding; Q9HD26; purified CAL PDZ, TMR-peptide fluorescence polarization, 1 h; inhibition, % at 20 µM; 330,000 tested, 0.02% active; AID 504414;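 active = highest replicate inhibition of at least 40%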;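 note: plate controls were DMSO neutral control wells for no effect and unlabeled competitor peptide control wells for full effect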
#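 material = purified tagged CAL PDZ domain construct (CerCALP) | buffer or medium = sodium phosphate/NaCl buffer pH 7.4 with TCEP, IgG, Thesit | reagent = TMR-labelled reporter peptide T*-PRC34 bound in PDZ groove | incubation = 1 h room-temperature incubation prior to read | measured by = fluorescence polarization (mP) | evaluation = percent inhibition from loss of millipolarization | control set = unlabelled peptide and DMSO controls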
# DSG3 Ab inh = blocks pemphigus antibody binding to human desmoglein-3. P32926. DSG3-coupled beads, scFv-anti-DSG3-GFP binding, flow cytometry; hits give low values. binding (percent of control), % at 10 µM. 310,000 tested, 0.48% active;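 active = binding more than 3 SD below its plate's average and above zero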;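 note: hits lower antibody fragment binding to DSG3; some compounds called inactive have numbers as strong as hits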
# Keap1 Nrf2 FP = Keap1-Nrf2 (human) interaction inhibition; Q14145; inhibition, % at 9.4 µM; 340,000 tested, 0.15% active; Keap1 Kelch-Nrf2 peptide fluorescence polarization, 1536-well; in the data active = inhibition above about 12%;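 note: human Keap1 Kelch domain with fluorescein labeled Nrf2 9mer peptide probe; 0% = neutral control wells and 100% = peptide positive control; higher means more block of Keap1 binding to Nrf2 peptide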
# Target sequence (Q14145 whole entry, looked up, the tested form may be a part): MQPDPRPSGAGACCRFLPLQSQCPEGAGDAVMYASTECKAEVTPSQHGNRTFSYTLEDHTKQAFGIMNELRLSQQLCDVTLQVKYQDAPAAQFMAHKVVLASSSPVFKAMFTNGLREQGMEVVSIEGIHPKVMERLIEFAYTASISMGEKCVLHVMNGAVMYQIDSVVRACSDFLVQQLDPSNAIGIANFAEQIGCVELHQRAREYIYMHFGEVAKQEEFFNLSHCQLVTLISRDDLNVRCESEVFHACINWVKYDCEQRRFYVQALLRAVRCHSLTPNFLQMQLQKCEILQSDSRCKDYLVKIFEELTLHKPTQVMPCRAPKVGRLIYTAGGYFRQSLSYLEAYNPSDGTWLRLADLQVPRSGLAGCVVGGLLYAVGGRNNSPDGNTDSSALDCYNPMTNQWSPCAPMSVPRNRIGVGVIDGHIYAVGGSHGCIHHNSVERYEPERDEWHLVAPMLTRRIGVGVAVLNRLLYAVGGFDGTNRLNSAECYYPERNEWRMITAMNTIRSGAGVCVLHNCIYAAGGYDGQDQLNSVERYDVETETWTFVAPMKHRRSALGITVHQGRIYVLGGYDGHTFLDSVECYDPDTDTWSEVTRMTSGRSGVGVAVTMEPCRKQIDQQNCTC
# The depositor's hits bear a star; x = no result given. Some of the compounds tested (hit frequency here may not be typical).
# The opening four records, to show the layout:
SMILES,DAGLB inhibitor,V-ATPase pHluor,NSD2 HMT inh,CAL PDZ FP-1,C-LANA FP,Arr AP2 block,RTF Ca sens inh,CAL PDZ FP-2,DSG3 Ab inh,Keap1 Nrf2 FP
CCOC(=O)C1CCN(c2ncnc3c2oc2ccc(Cl)cc23)CC1,-9,-2,-1,-4,0.5,-57,1,-1.1,94,-1
Cc1c(CCO)c(=O)n(-c2ccccc2)n1S(=O)(=O)c1ccc(Cl)cc1,2,-1,-13,1,1.2,11,-9,-0.3,102,0
O=C(CNC(=O)c1ccco1)NCC(=O)OCc1ccccc1Br,-1,0,-2,-2,0.1,-5,1,-0.3,109,-2
O=C(Nc1ccccc1)c1nc[nH]c1C(=O)NCCNC(=O)c1[nH]cnc1C(=O)Nc1ccccc1,0,0,x,-2,-2.9,-7,-12,-0.8,106,-8

# This part in full (from the top)
SMILES,DAGLB inhibitor,V-ATPase pHluor,NSD2 HMT inh,CAL PDZ FP-1,C-LANA FP,Arr AP2 block,RTF Ca sens inh,CAL PDZ FP-2,DSG3 Ab inh,Keap1 Nrf2 FP
CCOC(=O)C1CCN(c2ncnc3c2oc2ccc(Cl)cc23)CC1,-9,-2,-1,-4,0.5,-57,1,-1.1,94,-1
Cc1c(CCO)c(=O)n(-c2ccccc2)n1S(=O)(=O)c1ccc(Cl)cc1,2,-1,-13,1,1.2,11,-9,-0.3,102,0
O=C(CNC(=O)c1ccco1)NCC(=O)OCc1ccccc1Br,-1,0,-2,-2,0.1,-5,1,-0.3,109,-2
O=C(Nc1ccccc1)c1nc[nH]c1C(=O)NCCNC(=O)c1[nH]cnc1C(=O)Nc1ccccc1,0,0,x,-2,-2.9,-7,-12,-0.8,106,-8
CCCCCCCCSC1=CC(=O)C(OC)=C(OC)C1=O,-8,6,2,x,x,x,x,x,99,x
COc1ccc(-n2nc([N+](=O)[O-])c(=NCc3cccnc3)n2O)cc1,2,2,-1,-1,0.0,-7,-5,-2.6,119,-5
CCOC(=O)CCc1c(C)c2ccc(OCc3nn[nH]n3)c(C)c2oc1=O,-1,2,7,4,1.3,1,-1,-0.4,106,-3
CC1C(=O)N2CCCc3cc(NC(=O)C(=O)NCc4ccc5c(c4)OCO5)cc1c32 (configuration not stated),1,0,-1,5,0.6,6,-9,-3.4,137,-1
O=C(COC(=O)CSc1cccc2cccc(Cl)c12)Nc1ncc(C(F)(F)F)cc1Cl,-4,0,1,-16,-2.7,4,4,-0.4,109,-3
COc1cc2ccccc2cc1C(=O)N(CCN(C)C)c1nc2c(C)cccc2s1,-1,3,2,-4,1.0,-9,0,-4.1,x,0
CCOc1cc2[nH]c(=O)n(Cc3ccc(C(=O)NCCOC)cc3)c(=O)c2cc1OCC,1,1,x,x,-0.1,20,-5,-0.9,102,0
COc1cc(C2Nc3ccccc3C(=O)N2c2ccc3c(c2)OCCO3)ccc1OCC(C)C (configuration not stated),-4,1,0,-1,2.1,0,11,-2.0,106,-4
COc1cc(-c2c(-c3ccc4c(c3)OCO4)noc2-c2ccsc2)ccc1F,-4,1,x,-2,-0.3,14,-7,-0.9,102,1
COc1ccc(N=CC2=C(O)c3ccccc3C2=O)cc1,-3,2,0,0,0.9,-3,-3,-1.4,97,-6
CC1CCCCN1S(=O)(=O)c1ccccc1[N+](=O)[O-] (configuration not stated),-3,3,4,-3,-0.8,-5,-4,-1.9,119,-1
O=C(NCCN1CCN(Cc2ccc([N+](=O)[O-])cc2)CC1)C(=O)Nc1ccccc1,1,0,19,0,2.0,-2,-10,-1.8,95,-6
Cc1cc(C)c2nc(-c3ccccn3)cc(C(=O)Nn3cnnc3)c2c1,5,4,0,4,0.1,-10,-9,-1.1,115,-5
O=C(O)C1=C(C(=O)Nc2ccc(F)c(Cl)c2)CCCC1,-6,-2,x,-4,-0.5,-2,11,-0.2,x,1
COc1ccccc1CCn1c(N)cc(=O)[nH]c1=O,-2,-9,4,1,-6.1,4,-9,-0.7,89,4
CNC(=O)C(=O)NCC1OCCN1S(=O)(=O)c1ccc(C)cc1 (configuration not stated),-1,0,-2,-7,0.4,-5,-2,0.7,99,3
O=C1CCN(Cc2ccccc2)S(=O)(=O)c2ccccc21,-1,2,x,-2,-0.2,5,-1,1.2,96,-4
COc1ccc(C2C3=C(CC(c4ccco4)CC3=O)Nc3ccccc3N2C(C)=O)cc1 (configuration not stated),5,0,2,-2,4.5,-1,-1,0.0,106,1
COc1ccc(C2CC(=O)Oc3cc(O)ccc32)cc1 (configuration not stated),-2,0,x,-5,-1.6,7,-3,-1.1,100,1
CCCc1cc(=O)oc2c3c(cc(OCC(=O)N[C@@H](CSC)C(=O)O)c12)OC(C)(C)CC3,3,1,1,-3,-0.5,0,-1,-0.5,x,-2
CC1CCc2onc(C(=O)O)c2C1 (configuration not stated),2,0,11,2,1.9,2,-8,0.3,101,2
# Continuation:
SMILES,DAGLB inhibitor,V-ATPase pHluor,NSD2 HMT inh,CAL PDZ FP-1,C-LANA FP,Arr AP2 block,RTF Ca sens inh,CAL PDZ FP-2,DSG3 Ab inh,Keap1 Nrf2 FP
CCOc1ccc2nc(/N=C/c3c(C)[nH]n(-c4ccccc4)c3=O)sc2c1,-1,-6,4,-2,5.5,21,-1,-1.0,103,3
O=C(N/N=C/c1ccccn1)c1cc(-c2ccccc2)nc2ccccc12,x,-1,-1,x,x,39,x,x,110,x
O=C(OCC#CCSc1nnc(-c2ccc(Br)cc2)o1)c1ccco1,-2,-2,x,0,0.1,2,4,-2.2,99,1
CCOc1cc(C2C(C(C)=O)=C(C)Nc3ncnn32)ccc1O (configuration not stated),2,3,-2,-2,-1.8,11,-10,-0.2,93,-2
CC(C)n1nnnc1SCC(=O)N1CCOCC1,-2,1,-2,2,2.4,-3,4,-1.1,98,-2
CCN(CC)C(=O)C(C(=O)c1cccc([N+](=O)[O-])c1)n1cc(Cl)ccc1=O (configuration not stated),2,2,1,1,1.5,30,-6,4.1,97,0
c1ccc(-c2nc3ccccc3nc2-c2ccccn2)nc1,0,0,-1,23,-2.3,20,-25,-2.4,x,-1
COC1(OC)N=C(N)C2(C#N)C(c3ccc4c(c3)OCO4)C12C#N (configuration not stated),2,-6,4,0,2.1,22,-5,0.1,104,-1
O=C(NCc1cccnc1)C1CCCN(Cc2cnn(-c3ccccc3)c2-n2cccc2)C1 (configuration not stated),-1,2,3,-5,-0.6,2,5,-0.8,102,4
CCOC(=O)c1sc(NC(=O)C(CC)Sc2nnc3c4ccccc4n(CC)c3n2)nc1C (configuration not stated),0,-2,-1,6,0.1,8,-3,-0.7,88,-4
CSc1cccc2sc(NC(=O)C3=COCCO3)nc12,-1,-4,-4,-1,1.4,1,1,-2.6,97,-6
O=C(NCc1ccco1)C1CCCN(S(=O)(=O)c2ccc(Cl)cc2)C1 (configuration not stated),3,-1,0,1,0.2,11,-4,-1.6,101,1
Brc1ccc(-c2nc(-c3ccncc3)no2)o1,0,-9,-5,-4,-0.2,9,-4,-0.9,98,2
Cc1cc(/C=C2\SC(=S)NC2=O)c(C)[nH]1,6,1,26,-2,1.7,-4,-4,0.0,99,-9
COc1ccc2c(c1)C(O)C(CO)C(C(=O)O)C2 (configuration not stated),-1,-1,-3,5,-2.3,28,3,0.3,x,2
COc1cccc(N=CC2=C(O)CC(C)(C)CC2=O)c1,-1,2,-5,2,0.8,5,-1,-1.2,105,-8
CCCCN(C)S(=O)(=O)c1cc(Br)cc2c1N(C(=O)C1CC1)CC2,1,2,x,-4,2.1,3,-14,-1.7,102,4
CC1CCCCN1C(=O)CSc1nc(N)nc(N)n1 (configuration not stated),0,-3,-2,-3,-0.3,1,3,-2.7,99,-1
COc1ccccc1CC(Cc1nc2ccccc2[nH]1)c1nc2ccccc2[nH]1 (configuration not stated),-1,0,-7,-1,-0.7,8,-10,-2.3,106,2
COc1cccc(C2C(=O)N(C3CCCCC3)CC(=O)N2Cc2ccc(F)cc2)c1 (configuration not stated),-4,1,-7,-8,0.3,28,2,-0.9,97,3
O=C(NCCC(=O)N1CCCC(C(F)(F)F)C1)c1ccc(Br)cc1 (configuration not stated),-2,-1,-1,x,0.2,-4,-6,-0.5,111,7
COCc1cc(=O)[nH]c2cc(NC(=O)c3cccc(OC)c3)c(C)cc12,1,0,-1,-1,7.0,-1,-5,-0.2,98,-1
Cc1ccc(N(CCC#N)C(=O)COC(=O)c2ccccn2)cc1,0,-4,0,-6,1.6,69*,1,1.8,104,-1
CC(C)[C@H](NC(=O)c1ccccc1)C(=O)OCC(=O)NCc1ccc2c(c1)OCO2,1,-5,12,-3,0.4,10,4,-0.9,138,1
N#Cc1c(N)c(C(=O)c2ccc(Br)cc2)n2c1CCC2,-3,-5,1,-2,1.9,29,-4,-0.3,111,1
# Additional records:
SMILES,DAGLB inhibitor,V-ATPase pHluor,NSD2 HMT inh,CAL PDZ FP-1,C-LANA FP,Arr AP2 block,RTF Ca sens inh,CAL PDZ FP-2,DSG3 Ab inh,Keap1 Nrf2 FP
O=c1cc(CCc2ccccc2)oc2cccc(O)c12,-11,2,x,1,-0.6,1,-2,-0.6,x,4
CCN(CC)Cc1cc(NC2=NS(=O)(=O)c3ccccc32)ccc1OC(=O)c1ccccc1,-2,-2,3,-2,1.1,11,-3,-1.9,128,-5
Cc1ccc(C(=O)N(CC(=O)NC2CCCCC2)c2ccccc2C)s1,-4,0,1,-1,0.5,26,-1,-2.6,106,-3
COc1ccc(C(=O)Oc2cc(/C=N/NS(=O)(=O)c3ccc(C)cc3)ccc2OC)cc1,-3,-4,0,-4,-2.3,20,-3,x,98,3
CCC(C)(C)NC(=O)CN(C(=O)CNS(=O)(=O)c1ccc(F)cc1)c1ccc2c(c1)OCCO2,-5,0,x,-3,-1.2,14,-10,-2.0,98,-1
N#Cc1nccc2ccc(OCc3ccc(Br)cc3)cc12,-18,-2,0,x,x,x,x,x,95,x
COc1ccc(CC(=O)Nc2cc(S(C)(=O)=O)ccc2Cl)cc1S(=O)(=O)N1CCOCC1,-1,-8,2,-4,1.7,-10,-11,-0.5,x,1
CC(=O)CCc1ccc(OCCCCN2CCC(Cc3ccccc3)CC2)cc1,-2,-1,x,6,1.3,-10,-6,-0.4,104,3
Cc1ccccc1OC(=O)c1cccnc1,-1,0,0,-2,-0.4,-9,-5,0.2,115,-1
Cc1oc(-c2cccc(Cl)c2)nc1CN1CCC(C(=O)NCc2ccco2)CC1,-1,-2,5,3,-0.5,5,-7,-4.3,116,0
COc1ccc(O)c(/C=N/NC(=O)c2ccc(OCc3cccc(Br)c3)cc2)c1,1,5,4,-2,-0.9,7,-14,-0.1,69,-1
CCOC(=O)/C(=N\Nc1cccc(C(F)(F)F)c1)N(CCOC)CCOC,-2,-1,28,x,0.0,6,-7,0.6,103,-2
Cc1cccc(NC(=S)NNC(=O)c2ccc(O)cc2O)c1C,1,-1,1,2,1.4,-4,7,-0.6,95,2
CCN(CC)C(=S)SCC(=O)c1ccc(F)cc1,-5,1,-3,1,2.2,21,-3,-2.0,100,0
